Source: PubChem
PriA SSB inh = inhibitors of Klebsiella pneumoniae PriA binding to SSB C-terminal tail, primary screen, biochemical, AlphaScreen; PriA–SSB C-terminal tail interaction (Klebsiella pneumoniae); AlphaScreen SSBct-PriA binding, biotinylated peptide; inhibition, % at 33 µM; 430,000 compounds, 0.6% hits; AID 1272365, 2023; in the data active means inhibition mostly above about 37%, no sharp cut-off; inactive means mostly below about 20%;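 further: plate controls were negative control peptide for no effect and reference peptide for full effect; strong numbers were not always called active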
Numbers without * were called inactive; & = joins results of further samples. This is a subset. The share of hits here may be higher or lower than overall.

SMILES | PriA SSB inh
COC(=O)c1ccccc1C(=O)Nc1nnc2n1CCCS2 | -16.0
COC(=O)C=c1sc(=C(C#N)C(=O)NCc2ccco2)n(-c2ccccc2)c1=O | -2.1
CCC(=O)NCCn1ncc2c(N3CCCCC3)nc(SC)nc21 | 1.0
CCCCC(=O)Nc1nnc(-c2ccc(C(F)(F)F)cc2)o1 | -27.0&-6.0
COCC(C)(O)CNC(=O)Nc1ccc(C)c(C)c1 (stereo not drawn) | -19.0
COc1cc(Br)c(C2NC(=O)NC(C)=C2C(=O)Nc2ccc(F)cc2)cc1OC (stereo not drawn) | 0.0
O=C(CC1CCCCN1S(=O)(=O)c1cccs1)Nc1nc2ccccc2s1 (stereo not drawn) | 18.0
O=C(CSc1nnc(CNC(=O)c2cccs2)o1)Nc1ccc(OC(F)(F)F)cc1 | -18.0&-9.0
COc1ccc(C2N(Cc3ccccc3)CC(=O)N2N=C(C)c2ccccc2)cc1 (stereo not drawn) | -14.4
COc1ccc(C(=O)/C=C\c2cn(-c3ccccc3)nc2-c2cccs2)cc1 | 1.0
O=C(O)c1ccc(NS(=O)(=O)c2cc3c4c(cccc4c2)C(=O)NC3=O)cc1 | -5.0
Cc1cc(C=NNC(=O)c2ccccc2F)c(C)n1-c1ccccc1 | 13.2
CC1=C(C)C(=NOC(=O)c2cccc([N+](=O)[O-])c2)C=CC1=O | -7.9
COc1ccc(N2C(=O)C3N=NN(CC(=O)Nc4cccc(C(F)(F)F)c4)C3C2=O)cc1OC (stereo not drawn) | 5.0
COc1cccc(CSc2nc(CC(=O)NCCC3=CCCCC3)cc(=O)[nH]2)c1 | -12.0&7.0
O=C(N[C@H]1CCc2n[nH]c(=O)cc2C1)c1cc(C2CC2)[nH]n1 | -15.0
CCOC(=O)c1c(-c2ccc(C)c(C)c2)csc1NC(=O)CCSc1nc2sc3c(c2c(=O)n1-c1ccccc1)CCC3 | -9.0
O=C(COc1cc(Cl)c(Cl)cc1Cl)N/N=C\c1cn(-c2ccccc2)nc1-c1ccccc1 | -4.0
COC(CNC(=O)C1CCC1)c1ccsc1 (stereo not drawn) | -26.0
O=S(=O)(NCC1CCN(S(=O)(=O)c2cccnc2)CC1)c1ccc2c(c1)CCCC2 | -3.0
Nc1nc2ccc3ccccc3c2s1 | -5.0
COc1ccc(CC(=O)NCC(c2ccsc2)N2CCCC2)cc1OC (stereo not drawn) | -11.0
CCCOc1nn(CCC)cc1C(=O)N1CCC(C(N)=O)CC1 | -29.0
O=C(NN=Cc1cccc(OCC(=O)N2CCCC2)c1)C(=O)Nc1ccccc1F | -4.0
CO[C@@H](CNC(=O)c1cc2ccccc2o1)c1ccccc1Cl | 0.0
O=c1c2nc(N3CCOCC3)sc2c(-c2ccccc2)nn1Cc1ccc(Cl)cc1Cl | -6.0
O=C1Nc2ccc(Br)cc2C(c2ccccc2)C1N1CCCCC1 (stereo not drawn) | -19.0
CCCn1c(SCC(=O)N(c2ccccc2)C(C)C)nc2ccccc21 | -14.0&-1.0
O=C(NCCc1c[nH]c2ccccc12)c1ccc(-n2cncn2)nn1 | -5.0
COC(=O)c1ccsc1NC(=O)c1ccc(S(=O)(=O)N(C)Cc2ccco2)cc1 | -10.0
Fc1ccc(-n2nnc3c(SCc4ccccn4)ncnc32)cc1 | -7.0
CSc1ccccc1C(=O)NCCc1nc2c(c(C(F)(F)F)n1)CCCC2 | -13.0
O=C(NC[C@H]1CCCN1c1nc2ccccc2o1)c1ccno1 | -12.0
CC1=C(C(=O)Nc2ccccc2)C(c2ccccc2)n2c(s/c(=C/c3ccc(C)o3)c2=O)=N1 (stereo not drawn) | 1.0
CC(=O)NN=Cc1cc(C(C)(C)C)cc(C=NNC(C)=O)c1O | 10.5
CC(C)CS(=O)(=O)C1CCN(S(=O)(=O)N(C)C)CC1 | -12.0
O=C(CSc1nnc2sc3ccccc3n12)N1CCCCC1 | -5.0
O=C(Nc1ccc2c(c1)CCCN2C(=O)C1CC1)c1ccccc1C(F)(F)F | -1.0
Cn1c(=O)cc(O)c2ccccc21 | -1.0&2.0
COc1ccc(-c2ccc(NC(=O)Nc3cccc(Cl)c3)cc2)nn1 | -1.0
CC(C)c1c(C(=O)NN=Cc2ccco2)nnn1-c1nonc1N | -12.2
NC(=O)NC(=O)CC1SC(=NN=C2CSC(=O)N2)NC1=O (stereo not drawn) | 73.6*
COc1ccc(OC)c(-c2cc(C(=O)NCCc3nc(C)cc(C(F)(F)F)n3)n(C)n2)c1 | -23.0
Cc1nnc(NC(=O)Cc2csc(Nc3ccc(F)cc3)n2)s1 | -1.0&4.0
COc1ccc(S(=O)(=O)Nc2cccc(C(=O)Nc3ccc4sccc4c3)c2)cc1 | 15.0
COc1ccccc1-n1nnc(C(=O)NCCCn2cccn2)c1-c1ccccn1 | -11.0
Nc1ccc(-c2ccc(=O)[nH]n2)cc1 | 6.0
CC(C)C(=O)Nc1ccc(S(=O)(=O)NCCC(O)c2ccsc2)cc1 (stereo not drawn) | -16.0
Cc1ccc(S(=O)(=O)Nc2ccc3c(c2)N(C(=O)C2CC2)CC3)s1 | -4.0
Cc1c(Cl)cccc1S(=O)(=O)NCC(O)c1cn(C)c2ccccc12 (stereo not drawn) | -15.0

Continuation.
SMILES | PriA SSB inh
O=c1oc2ccccc2nc1C=C(O)/C=C\c1ccccc1 | 3.1
COc1ccc(C(=O)Nc2nc(-c3cc(C)ccc3C)cs2)cc1OC | -12.0
Cn1cc(C(=O)N2CCO[C@H](c3ccccc3)C2)nn1 | -4.0
O=C(c1ccc(OC(F)(F)F)cc1)N1CCSC(c2ccccc2)CC1 (stereo not drawn) | -6.0
CCCNC(=O)Cc1ccc(-n2c(=O)c3ccccc3n(CC(=O)NCc3ccco3)c2=O)cc1 | -2.0
CN1CCc2cc(C(CNC(=O)NC3CCCCC3)N3CCOCC3)ccc21 (stereo not drawn) | -2.0
O=C(CSc1nc(-c2ccc(Cl)cc2)cs1)NCc1ccc(C(=O)O)cc1 | -9.0
COc1ccc(CC(=O)N2CCN(CCn3cccn3)CC2)cc1OC | -16.0
Cc1oc(-c2ccc(Cl)cc2)nc1COC(=O)c1nnn(-c2ccc(Br)cc2)c1C | 0.0
O=C(Nc1nc(-c2ccc(Cl)c(Cl)c2)cs1)c1ccco1 | -10.0
O=C(NC[C@H](O)c1csc2ccccc12)C(=O)Nc1cc(F)ccc1F | -17.0
Cc1cccc(S(=O)(=O)N2CCN(c3ccccc3)CC2)c1 | -11.0
O=C(Nc1cnn([C@H]2CCOC2)c1)c1c[nH]c(=O)c(Cl)c1 | -12.0
COc1ccc2cc(C(=O)NCC3CCCN3c3ccccc3)[nH]c2c1 (stereo not drawn) | 34.0
Cc1cc(C)n(CC(=O)NN=Cc2ccc3c(c2)OCO3)n1 | -7.6
O=C(Cn1cc(S(=O)(=O)Cc2ccccc2F)c2ccccc21)Nc1ccc2c(c1)OCO2 | -2.0
CC(C)C(=O)N1CCCc2ccc(NC(=O)OCc3ccccc3)cc21 | -30.0
O=S(=O)(Nc1ccccn1)N1CCOCC1 | 6.0
Cn1nc(CNC(=O)c2ccccc2C(=O)c2ccccc2)c2ccccc2c1=O | -3.0
Cn1c(=O)c(/C=C/c2ccc3ncccc3c2)nc2ccccc21 | -2.0
O=C(CSc1nnc(NC(=O)c2cc(Cl)ccc2[N+](=O)[O-])s1)Nc1ccccc1C(F)(F)F | -5.0
COc1ccccc1-c1ccc(N2CCC(C(=O)Nc3ccc(C(C)=O)cc3)CC2)nn1 | -12.0
Cc1cc(C(=O)N(CC2CCCO2)c2nc3c(F)cccc3s2)nn1C (stereo not drawn) | -13.0
CCC(=Cc1sc2ccccc2[n+]1CCCS(=O)(=O)[O-])C=C1Oc2ccc(OC)cc2N1C | 0.8
COc1ccc(C=NNc2nc(Nc3ccccc3)nc(N3CCCC3)n2)cc1[N+](=O)[O-] | 5.2
CCOC(=O)N1CCN(S(=O)(=O)c2ccc(C(=O)Nc3cccc4c3C(=O)N(C)C4=O)cc2)CC1 | -13.0
CC(C)(C)OC(=O)Nc1ccccc1CC(=O)O | -18.0
CCCc1nc2ccccc2n1CC | -21.0
CCN=c1scc(C)n1N=Cc1cc(Br)c(O)c(Br)c1 | 14.2
Cc1cc(NC(=O)Cc2cccc3ccccc23)ccc1N1CCCCC1=O | -26.0
CC(C)c1c(C(=O)NN=Cc2ccc(Cl)cc2Cl)nnn1-c1nonc1N | -3.5
COc1ccc2nc(-c3ccc(NC(=O)CC(c4ccccc4)c4ccccc4)cc3)cn2n1 | -11.0&-6.0
CCCOc1ccc2cc(S(=O)(=O)n3ccnc3)ccc2c1 | -13.0
O=C(CCn1c(=O)[nH]c2cc3c(cc2c1=O)OCO3)NC1CCc2ccccc21 (stereo not drawn) | 2.0
O=C(Nc1nc(-c2ccccn2)cs1)c1cccc(C(=O)Nc2nc(-c3ccccn3)cs2)n1 | 2.0
O=C(Nc1nc2c(Cl)c(Cl)ccc2s1)c1ccco1 | -4.0
CC(=NNC(=O)c1nnn(-c2nonc2N)c1-c1ccccc1)c1cccnc1 | -8.3
CC(C)Oc1ccccc1C=NNC(=O)C1CCCC1 | -0.2
O=C(Nc1nc(-c2ccc(F)cc2)cs1)c1ccc(S(=O)(=O)N2CCOCC2)cc1 | -15.0
CO/N=C(/C(=O)NC1C(=O)N2C(C(=O)O)=C(COC(C)=O)CSC12)c1csc(N)n1 (stereo not drawn) | 8.0
O=C(CSc1nc2ccccc2n2cnnc12)Nc1ccc(Br)cc1 | -1.0
Cc1ccc(-c2ccc(/C=C(\C#N)c3nc4ccccc4c(=O)[nH]3)o2)c([N+](=O)[O-])c1 | 4.0
CSc1ccc(CC(=O)N2CC(=O)Nc3ccccc32)cc1 | -16.0
O=C(N1CCC[C@H](Cc2nc(C3CC3)no2)C1)C1(c2cccs2)CCCC1 | -17.0
O=C(NCC[C@H](O)c1ccoc1)C(=O)Nc1ccccc1Cl | 8.0
Cc1ccc2oc(C(=O)NCCC(c3ccccc3)c3ccccc3)cc2n1 | 2.0
CC(=O)Nc1ccc(S(=O)(=O)NCCn2nc(C)cc2C)cc1 | -6.0
O=C(CNC(=O)c1ccc(F)cc1)NN=Cc1cn[nH]c1-c1ccccc1 | -24.2
O=C(Nc1ccc(Br)cc1F)c1ncc(-c2ccc(Cl)cc2)o1 | 5.0
O=c1/c(=C/c2ccc(Br)cc2)sc2nc(-c3ccncc3)nn12 | 16.0

Further results follow:
SMILES | PriA SSB inh
Cc1n[nH]c(C)c1S(=O)(=O)N1CCC(c2nnc(-c3ccco3)o2)CC1 | -8.0
CCCOc1cc(N2CCN(S(=O)(=O)c3ccc(NC(C)=O)cc3)CC2)nc(C)n1 | 14.0
Cn1nccc1C(=O)Nc1nnc(-c2ccc3c(c2)OCO3)o1 | -20.0&4.0
Cc1c(N)cccc1N1CCCNC1=O | 11.0
O=C(Nc1ccc2cn[nH]c2c1)c1cc(=O)[nH]cn1 | -3.0
CCNC(=O)NCc1ccsc1 | -1.0
CN(Cc1ccco1)S(=O)(=O)c1ccc(C(=O)NCc2ccccc2)cc1 | 3.0
O=C(Nc1nnc(-c2ccno2)o1)c1ccc(S(=O)(=O)N2CCOCC2)cc1 | 1.0
O=C(CCCSc1ccc(F)cc1)Nc1nnc(Cc2cccs2)o1 | -31.0&-6.0
NC(=O)C1CCN(C(=O)c2n[nH]nc2-c2ccccc2)CC1 | 3.0
CC(O)(CNC(=O)c1cc(Br)cs1)c1cccs1 (stereo not drawn) | -13.0
C(=Nn1cnnc1)C1CCCCC1 | 0.2
Cc1ccc2c(CC(=O)NCc3ccccn3)cc(=O)oc2c1 | 1.0
CC1=C(C(N)=O)C(c2cccc(Cl)c2Cl)NC(=S)N1 (stereo not drawn) | -8.0
O=C(CCN1CCOCC1)N/N=C\c1ccc(OC(=O)c2cccnc2)cc1 | -4.0
c1ccc(CON=C(c2ccc(C3CC3)nc2)C2CC2)cc1 | -67.9
Cc1c(C(=O)O)nnn1-c1cccc2ncccc12 | -4.0
O=C(CSc1nc2c(oc3ccccc32)c(=O)n1Cc1cccs1)NCc1ccc(F)cc1 | -4.0
COc1ccc(OC)c(/C=C(\C#N)c2nc(-c3cccs3)cs2)c1 | -75.0
CSc1ccccc1CN1CCC(CNC(=O)c2cnoc2C)CC1 | -15.0
COc1ccc(-c2nc(C#N)c(N3CCOCC3)o2)cc1 | 54.2*
Cc1nc2ccc3nc(NC(=O)/C=C/c4ccccc4)sc3c2s1 | -14.0

Shown with tabs: entries from further up
Molecule	PriA SSB inh
Cc1c(N)cccc1N1CCCNC1=O	11.0
O=C(Nc1ccc2cn[nH]c2c1)c1cc(=O)[nH]cn1	-3.0
CCNC(=O)NCc1ccsc1	-1.0
CN(Cc1ccco1)S(=O)(=O)c1ccc(C(=O)NCc2ccccc2)cc1	3.0
O=C(Nc1nnc(-c2ccno2)o1)c1ccc(S(=O)(=O)N2CCOCC2)cc1	1.0
O=C(CCCSc1ccc(F)cc1)Nc1nnc(Cc2cccs2)o1	-31.0&-6.0
NC(=O)C1CCN(C(=O)c2n[nH]nc2-c2ccccc2)CC1	3.0
CC(O)(CNC(=O)c1cc(Br)cs1)c1cccs1 (stereo not drawn)	-13.0
C(=Nn1cnnc1)C1CCCCC1	0.2
Cc1ccc2c(CC(=O)NCc3ccccn3)cc(=O)oc2c1	1.0
CC1=C(C(N)=O)C(c2cccc(Cl)c2Cl)NC(=S)N1 (stereo not drawn)	-8.0
O=C(CCN1CCOCC1)N/N=C\c1ccc(OC(=O)c2cccnc2)cc1	-4.0
c1ccc(CON=C(c2ccc(C3CC3)nc2)C2CC2)cc1	-67.9
Cc1c(C(=O)O)nnn1-c1cccc2ncccc12	-4.0
O=C(CSc1nc2c(oc3ccccc32)c(=O)n1Cc1cccs1)NCc1ccc(F)cc1	-4.0
COc1ccc(OC)c(/C=C(\C#N)c2nc(-c3cccs3)cs2)c1	-75.0
CSc1ccccc1CN1CCC(CNC(=O)c2cnoc2C)CC1	-15.0
COc1ccc(-c2nc(C#N)c(N3CCOCC3)o2)cc1	54.2*
